Chronic BCR inh = inhibitors of chronic active B-cell receptor signaling. ABC-DLBCL IkBa-CBG/CBR reporter, luminescence ratio, 4 h. Potency, µM (doses to about 46.1 µM), for the others: at the highest dose ratio change, negative = lower green/red ratio, hits mostly inhibitors. AID 493014. 0.05% of 340,000 active; active = well fitted inhibition curve with a large enough effect in the signal ratio, with a control signal flat, not every such curve was filed as active; inconclusive = small, poorly fitted or top-dose-only effect, or effect the other way, or a change in a side signal; the % refers to the signal ratio;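 also: potency is read from the fitted curve at half-maximal effect; plate controls were basal doxycycline-induced cells for no effect and cells given 10 µM MG132 for full effect; MG132 reads +100%, hits lower the ratio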
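TMD8 ABC-DLBCL cells carrying doxycycline-inducible green luciferase fused to IkappaBalpha plus unfused red luciferase were exposed to compounds (up to 46 uM) for 4 hrs at 37C. Activity came from the overlap-corrected green/red luminescence ratio.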
Tb PFK block = T. brucei PFK enzyme inhibition; O15648; T. brucei PFK, ADP-Glo luminescence; Potency, µM (titrated, usually from 57.5 µM), without a hit: top-dose activity, negative = inhibition, usual class: inhibitors; 0.17% of 330,000 active; AID 485367;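 also: potency is read from the fitted curve at half-maximal effect; 0% = uninhibited 1x PFK enzyme wells and -100% = no-enzyme wells; nearly all actives have a fitted effect of over 60% in size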
Target sequence (O15648 whole entry, looked up): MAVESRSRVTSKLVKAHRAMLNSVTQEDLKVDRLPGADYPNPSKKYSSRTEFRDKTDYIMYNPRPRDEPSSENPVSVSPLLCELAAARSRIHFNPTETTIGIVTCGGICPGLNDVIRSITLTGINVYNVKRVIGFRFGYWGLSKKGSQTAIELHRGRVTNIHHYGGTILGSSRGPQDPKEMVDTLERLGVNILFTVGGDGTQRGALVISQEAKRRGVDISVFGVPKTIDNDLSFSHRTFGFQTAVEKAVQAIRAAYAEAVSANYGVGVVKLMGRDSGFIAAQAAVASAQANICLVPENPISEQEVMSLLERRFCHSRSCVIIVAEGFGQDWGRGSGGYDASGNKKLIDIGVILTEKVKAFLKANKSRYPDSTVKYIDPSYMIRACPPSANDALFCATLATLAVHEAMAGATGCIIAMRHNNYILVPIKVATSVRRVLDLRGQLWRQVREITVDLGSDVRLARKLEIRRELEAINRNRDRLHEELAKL
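In TEA buffer at pH 8.0 with 5 mM MgCl2, enzyme (1.25 nM) converted F6P (0.5 mM) and ATP (0.1 mM) for 45 min at room temperature. ADP product was read by luciferase luminescence.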
Mito fusion yeast = blocks mitochondrial division or promotes mitochondrial fusion; S. cerevisiae fusion-defective mutant growth rescue, CellTiterGlo 48 h; 0.23% of 320,000 active; Potency, µM (doses to about 46.1 µM), for inactives: at the highest dose growth rescue (activation), most hits filed as activators; AID 485298;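 also: potency is read from the fitted curve at half-maximal effect; % of control where 0% means no effect; nearly all actives have a fitted effect of over 45% in size; temperature-sensitive fusion mutants such as fzo1-1 at 37 °C on non-fermentable ethanol glycerol medium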
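Read-out: ATP-based luminescence (CellTiterGlo, 10 min ambient) reporting growth of fusion-defective ts yeast after 48 hours at 37C on glycerol/ethanol YPEG medium in the presence of compound.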
B2AR arrestin = recruits beta-arrestin to the human beta2-adrenergic receptor. beta-arrestin recruitment to beta2AR, cell-based reporter. Potency, µM (titrated, usually from 46.1 µM), for inactives: at the highest dose activation, actives largely listed as activators. 0.02% of 330,000 active. AID 492947;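 also: potency is read from the fitted curve at half-maximal effect; 0% = DMSO controls and full agonism = EC100 isoproterenol or metaproterenol; nearly all actives have a fitted effect of over 65% in size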
Eya2 phos inh = Eya2 (human) phosphatase inhibition | 0.006% of 330,000 active | Potency, µM (doses to about 76.9 µM), for the others: at the highest dose activity, negative = inhibition, most hits filed as inhibitors | O00167 | recombinant Eya2, OMFP fluorescence dephosphorylation (OMFP is methylfluorescein phosphate); also: potency is read from the fitted curve at half-maximal effect; % is scaled to controls: 0 for no effect and ±100 for the full control effect
Target sequence (O00167 whole entry, looked up): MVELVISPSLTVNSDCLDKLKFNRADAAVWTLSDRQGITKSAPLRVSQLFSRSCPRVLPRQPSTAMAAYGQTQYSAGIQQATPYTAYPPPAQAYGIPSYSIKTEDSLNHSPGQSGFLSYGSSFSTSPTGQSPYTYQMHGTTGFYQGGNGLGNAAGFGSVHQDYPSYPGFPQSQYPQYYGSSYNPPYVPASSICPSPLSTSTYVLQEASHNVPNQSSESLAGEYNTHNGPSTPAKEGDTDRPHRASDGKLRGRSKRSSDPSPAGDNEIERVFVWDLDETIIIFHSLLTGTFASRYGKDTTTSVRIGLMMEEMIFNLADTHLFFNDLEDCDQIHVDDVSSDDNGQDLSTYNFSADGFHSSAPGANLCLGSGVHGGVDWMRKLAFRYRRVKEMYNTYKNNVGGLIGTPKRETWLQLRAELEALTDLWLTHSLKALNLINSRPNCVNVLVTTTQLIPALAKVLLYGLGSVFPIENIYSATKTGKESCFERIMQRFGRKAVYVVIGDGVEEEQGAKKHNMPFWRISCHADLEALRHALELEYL
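Eya2 (0.2 uM) preincubated 10 min at ambient with compound, then OMFP substrate added at 50 uM; 10 min reaction in 50 mM HEPES pH 7.5, 50 mM NaCl, 5 uM MgCl2, 0.05% BSA, 1 mM DTT. Fluorescence read at Ex 485/Em 525 nm.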
TSHR antagonist = blocks TSH signaling through the human TSH receptor | P16473 | TSHR-expressing cells, TSH-stimulated cAMP HTRF, 2 h; hits give low values | activity change, negative = inhibition, % at 11.5 µM | 0.2% of 330,000 active;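 active = activity change below a set negative limit, meaning inhibition stronger than a set level, cut at about -70% in these data; inconclusive = activity change between two set negative limits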; also: % is scaled to controls: 0 for no effect and ±100 for the full control effect
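Read-out is FRET at 665 nm (cryptate excitation 337 nm) from a cryptate-tagged anti-cAMP antibody, competed by cell cAMP against cAMP-d2. Compounds are tested on freshly harvested TSHR cells challenged with 4nM TSH (EC80) for 2 hours at 37 deg C.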
uPA generation = cell surface uPA generation inhibition; cell surface uPA generation assay, qHTS; Potency, µM (top dose mostly 38.3 µM), inactives show at the highest dose activity change, negative = inhibition, usual class: inhibitors; 0.31% of 330,000 active; AID 540303; active = well fitted inhibition curve with a large enough effect; inconclusive = small, poorly fitted or top-dose-only effect; inactive = no such curve, though single readings can be large or run the other way; tested in mouse RAW 264.7 cells; also: potency is read from the fitted curve at half-maximal effect; % is scaled to controls: 0 for no effect and ±100 for the full control effect; nearly all actives have a fitted effect of over 55% in size
ELG1 DNA repair = inhibitors of ELG1-dependent DNA repair in HEK293T cells; HEK293T ELG1-luciferase reporter, luminescence, 16 h; DNA damage induced by 5-fluorouridine; 2.3% of 330,000 active; Potency, µM (titrated, usually from 46.1 µM), for the others: top-dose activity change, negative = inhibition, actives largely listed as inhibitors; AID 504467; also: potency is read from the fitted curve at half-maximal effect; % is scaled to controls: 0 for no effect and ±100 for the full control effect; nearly all actives have a fitted effect of over 55% in size
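Step one: seed 2,000 cells per well. Step two: pin-transfer compound or DMSO alongside 5-fluorouridine. Step three: incubate 16 hr, 37 °C, 5% CO2. Step four: add ONE-Glo, wait 30 min, read luminescence.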
USP2a inh = inhibitors of human ubiquitin-specific protease USP2a | USP2 core, Ub-CHOP2 coupled fluorogenic reporter, 485/531 | Potency, µM (series often up to 38.3 µM), without a hit: at the top dose activity change, negative = inhibition, hits mostly inhibitors | 0.01% of 330,000 active;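 also: potency is read from the fitted curve at half-maximal effect; plate controls were DMSO wells for no effect and full inhibition by NEM control for full effect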
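Deubiquitinase activity read as fluorescence (485/531 nm) after Ub-CHOP2 cleavage activates the enterokinase reporter on its substrate; USP2 core 10nM, Ub-CHOP2 and substrate 25nM each, 30min compound preincubation then 60min RT; data normalized to NEM, curves fitted.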
PTAP TSG101 blk = blocks PTAP/TSG101 interaction to inhibit HIV-1 budding; Potency, µM (titrated, usually from 115 µM), for inactives: at the top dose activity change, negative = inhibition, hits mostly inhibitors; Q99816; 340,000 tested, under 10 active; Fluorescence polarization, FITC-PTAP peptide / Tsg101 binding; active = well fitted inhibition curve with a large enough effect in the main read-out, with a control signal flat, not every such curve was filed as active; inconclusive = small, poorly fitted or top-dose-only effect, or effect the other way, or a change in a side signal; inactive = no such curve, though single readings can be large or run the other way; also: potency is read from the fitted curve at half-maximal effect; % of control where 0% means no effect
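Steps: Tsg101 binding domain dispensed (10 uM final), compounds pinned in DMSO, FITC-labeled PTAP-motif peptide added (50 nM final); after 20 min binding at room temperature, polarization measured.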
TCR act = activators of T cell receptors | AID 504894 | Potency, µM (top dose mostly 9.22 µM), inactives show at the highest dose activation of IL-2 secretion, hits mostly activators | 330,000 tested, under 10 active | primary human leukocytes, anti-CD3, IL-2 HTRF, 48 h; also: % of control where 0% means no effect
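IL-2 produced over 48 hr by a-CD3 bead-stimulated primary human leukocytes exposed to compounds was detected with a homogeneous time-resolved FRET immunoassay, 665nm acceptor signal after 320nm excitation.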
Active calls of the source: *; ? = inconclusive; . = not tested or not shown; [ ] = dose if it differs, or a comment. Unless noted, calls follow the shape of the dose curve; as a rule, active = well fitted curve in the direction sought with a large enough effect; inconclusive = small, poorly fitted or top-dose-only effect, or another doubt; inactive = no such curve, though single readings can be large; an effect the other way counts as inactive or inconclusive.

1	Cc1cc(C)c(OCC(=O)Nc2ccccc2N2CCOCC2)c(C)c1
2	COc1ccccc1N1C(=O)CC(N2CCN(c3ccc(Cl)cc3)CC2)C1=O (configuration not stated)
3	CC(C)OCCCNc1nc2c([nH]1)c(=O)n(C)c(=O)n2C
4	COc1cc(CN2CCN(c3cccc(C)c3C)CC2)cc(Br)c1O
5	CCOc1ccccc1OCCn1ncc2ccc(OC)c(OC)c2c1=O
6	CCOc1cccc(-c2nnc3sc(-c4cc(OC)c(OC)cc4OC)nn23)c1

Compound | 1 | 2 | 3 | 4 | 5 | 6
Chronic BCR inh | -5% | -7% | ? | 2% | -2% | ?
Tb PFK block | 3% | 0% | -1% | 1% | 0% | 1%
Mito fusion yeast | 0% | -2% | 2% | 10% | -5% | 2%
B2AR arrestin | 0.2% | 0.3% | -0.8% | 0.3% | 0.3% | 0.2%
Eya2 phos inh | -2% | 6% | -9% | -17% | -7% | -5%
TSHR antagonist | -12 | 2 | -3 | -4 | -11 | 2
uPA generation | . | -2% | . | 1% | -10% | .
ELG1 DNA repair | 0.82µM* | -16% | ? | 7% | ? | -2%
USP2a inh | 3% | 0% | ? | 0% | 1% | 4%
PTAP TSG101 blk | -4% | 0% | -7% | -6% | -2% | .
TCR act | 11% | -4% | 4% | 1% | -3% | .

Of the compounds above, 3 have nitrogen in an aromatic ring:
3	CC(C)OCCCNc1nc2c([nH]1)c(=O)n(C)c(=O)n2C
5	CCOc1ccccc1OCCn1ncc2ccc(OC)c(OC)c2c1=O
6	CCOc1cccc(-c2nnc3sc(-c4cc(OC)c(OC)cc4OC)nn23)c1

Compound | 3 | 5 | 6
Chronic BCR inh | ? | -2% | ?
Tb PFK block | -1% | 0% | 1%
Mito fusion yeast | 2% | -5% | 2%
B2AR arrestin | -0.8% | 0.3% | 0.2%
Eya2 phos inh | -9% | -7% | -5%
TSHR antagonist | -3 | -11 | 2
uPA generation | . | -10% | .
ELG1 DNA repair | ? | ? | -2%
USP2a inh | ? | 1% | 4%
PTAP TSG101 blk | -7% | -2% | .
TCR act | 4% | -3% | .

Next compounds:
7	CC(NC(=O)CN1C(=O)NC(Cc2ccccc2)(Cc2ccccc2)C1=O)C12CC3CC(CC(C3)C1)C2 (configuration not stated)
8	O=C1OCCN1C(=O)[C@H]1[C@H](c2ccc(Cl)cc2)C(c2cccc(Cl)c2)=NN1c1ccc(Br)cc1
9	Cc1csc(NC(=O)c2ccc(S(=O)(=O)N3CCCC3)cc2)n1
10	COc1ccc(CCN2CC(C(=O)NCCc3ccccn3)CCC2=O)cc1 (configuration not stated)
11	O=C(CSc1ncccn1)N1CCc2ccccc2C1
12	C=CCOc1ccc(C=Nc2cccc(Cl)c2)c(O)c1

Compound | 7 | 8 | 9 | 10 | 11 | 12
Chronic BCR inh | ? | ? | 19% | -1% | -7% | -7%
Tb PFK block | -2% | 6% | -3% | -9% | 3% | -13%
Mito fusion yeast | 22% | . | 4% | 1% | -1% | 0%
B2AR arrestin | -0.2% | -0.4% | -0.3% | 0.0% | 0.7% | -1.7%
Eya2 phos inh | -13% | -20% | -14% | 2% | -9% | 0%
TSHR antagonist | -38 | 10 | 7 | -4 | 20 | 10
uPA generation | -9% | -13% | -6% | 10% | -7% | -3%
ELG1 DNA repair | -12% | 0% | -12% | 0% | 1% | 10%
USP2a inh | 2% | 1% | 2% | 1% | 3% | 6%
PTAP TSG101 blk | -5% | -6% | -3% | -1% | 0% | -1%
TCR act | -2% | -2%[46.1 µM] | 0% | 2% | 0% | -6%

13	COCCNC(=S)N1CCC(c2nc(-c3ccc(N(C)C)cc3)no2)CC1
14	CCCn1ncc(CN2CCC(Oc3ccc(C(=O)N4CCCC4)cc3)CC2)c1C
15	COc1cc(C)nc(NC(=O)NC(=O)c2ccc(C(F)(F)F)cc2)n1
16	O=C(Nc1sc2c(c1C(=O)NCc1ccco1)CCCC2)c1ccc2c(c1)OCO2
17	CC(=O)Nc1ccc(C(=O)COC(=O)CN2C(=O)NC3(CCCCC3C)C2=O)cc1 (configuration not stated)
18	COc1ccc(C=Nc2cccnc2N)cc1

Compound | 13 | 14 | 15 | 16 | 17 | 18
Chronic BCR inh | ? | 3% | 3% | 13% | 0% | ?
Tb PFK block | -1% | -1% | -8% | -25% | 3% | -9%
Mito fusion yeast | 11% | 11% | 2% | 6% | -5% | -2%
B2AR arrestin | -0.9% | 0.4% | 0.4% | -0.6% | -0.8% | 0.2%
Eya2 phos inh | -3% | -3% | -2% | 7% | 1% | 0%
TSHR antagonist | -3 | 3 | 23 | -13 | 9 | 4
uPA generation | ? | -6% | 5% | 8% | 19% | -9%
ELG1 DNA repair | ? | 5% | -5% | ? | 14% | ?
USP2a inh | -4% | 2% | -1% | 1% | 1% | 23%
PTAP TSG101 blk | -5% | -3% | -8% | . | -4% | 1%
TCR act | -1% | 13% | 0% | . | -1% | -6%

19	O=C1C(Oc2ccccc2)C(c2ccc3c(c2)OCO3)N1CCc1ccc(F)cc1 (configuration not stated)
20	COc1ccc(C(=O)NCCNC(C)=O)cc1S(=O)(=O)NCc1ccc(Cl)cc1
21	Cc1c(C)c2c(OCC(=O)O)cc3c(c2oc1=O)CCC(C)(C)O3
22	O=C(c1nn(Cc2ccccc2)c(=O)c2ccccc12)N1CCN(C/C=C/c2ccccc2)CC1
23	CCc1cccc(Nc2cnn(C34C[C@@H]5C[C@@H](CC(CC(=O)O)(C5)C3)C4)c(=O)c2Cl)c1
24	COc1ccc(NC(=O)C2CCCN2S(=O)(=O)c2cccc3cccnc23)cc1OC (configuration not stated)

Compound | 19 | 20 | 21 | 22 | 23 | 24
Chronic BCR inh | -2% | ? | 4% | 1% | 0% | ?
Tb PFK block | 3% | -7% | 2% | 0% | -2% | 1%
Mito fusion yeast | 0% | 1% | -5% | 3% | 9% | -2%
B2AR arrestin | 0.1% | -0.2% | -0.4% | 0.6% | -0.3% | -0.2%
Eya2 phos inh | 3% | 19% | 4% | 2% | 2% | 5%
TSHR antagonist | -1 | 17 | -20 | 16 | -11 | -3
uPA generation | 5% | 0% | -10% | 1% | -1% | -1%
ELG1 DNA repair | 14% | 5% | 0% | ? | ? | 6%
USP2a inh | 5% | 1% | 7% | -1% | -1% | 2%
PTAP TSG101 blk | 1% | -6% | -2% | -1% | -5% | -2%
TCR act | 3%[46.1 µM] | -3% | 4% | 5% | -3% | 1%

25	COc1cc(NC(=O)CN(C)S(=O)(=O)c2ccc3c(c2)CC(C)N3C(C)=O)cc(OC)c1OC (configuration not stated)
26	Cc1ccc(-c2nnn(CC(=O)Nc3ccccc3-c3ccccc3)n2)c(-n2cnnn2)c1
27	C/C=C(/C)C(=O)Nc1cccc(C2=NOC3(C2)C[C@@H](C(N)=O)N(C(=O)CC)C3)c1 (some centres not stated)
28	CCCNc1nc2c(c(=O)n(C)c(=O)n2C)n1CCCc1ccccc1
29	COc1cccc(CN2CCSCC2)c1
30	COc1ccc(CNCCC2(C(C)C)CCOC(C)(C)C2)cc1 (configuration not stated)
31	CC(=O)Nc1ccc(S(=O)(=O)N2CCCC2)cc1
32	Cc1ccc2c3c(cccc13)-c1ccccc1C2=O

Compound | 25 | 26 | 27 | 28 | 29 | 30 | 31 | 32
Chronic BCR inh | -15% | 3% | -11% | 0% | -2% | ? | 0% | 2%
Tb PFK block | -2% | -2% | 1% | 1% | 5% | -1% | 0% | 0%
Mito fusion yeast | -6% | -1% | 23% | 2% | -3% | 2% | -1% | 8%
B2AR arrestin | 0.0% | 0.3% | -0.7% | -1.1% | 0.1% | -0.9% | -0.6% | -2.2%
Eya2 phos inh | 7% | -1% | 10% | 5% | 0% | -3% | -1% | -3%
TSHR antagonist | -8 | 0 | -3 | 24 | -3 | 4 | 23 | -1
uPA generation | -1% | 14% | 9% | -2% | 1% | 5% | 0% | -5%
ELG1 DNA repair | ? | ? | -1% | -16% | 0% | 5% | 7% | ?
USP2a inh | 0% | 4% | 0% | 2% | 0% | 2% | -1% | 6%
PTAP TSG101 blk | -5% | 0% | -4% | -10% | -3% | -1% | 0% | -14%
TCR act | 4% | 0% | -2% | 0% | . | 1% | 0% | 5%[46.1 µM]

Screening data as filed in PubChem.
